RECQ1 inh – RECQ1 (human) helicase inhibition. Potency, µM (highest dose often 57.3 µM), for inactives: at the highest dose activity, negative = inhibition, actives largely listed as inhibitors. RECQ1 DNA unwinding, red fluorescence kinetic read. 240,000 compounds, 0.54% hits;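 also: plate controls were vehicle for no effect and no enzyme for full effect; nearly all actives have a fitted effect of over 30% in size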
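50 nM RECQ1T1 preincubated 15 min with compound in Tris pH 8.0 buffer with MgCl2, DTT, Tween-20 and 2.5 ug/ml poly(dI-dC); started with 200 nM TAMRA/BHQ-2 forked duplex and 2 mM ATP. Unwinding read as fluorescence (525/598 nm), two reads 2 h apart.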
TRb-SRC2 inh – inhibitors of human thyroid hormone receptor beta-SRC2 interaction. 280,000 compounds, 0.065% hits. AID 1469. TRbeta-SRC2 peptide binding, fluorescence polarization; receptor liganded with 1 µM T3. Potency, µM (doses to about 106 µM), inactives show at the top dose activity change, negative = inhibition, most hits filed as inhibitors. P10828;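 also: plate controls were bound peptide for no effect and peptide without receptor for full effect; nearly all actives have a fitted effect of over 50% in size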
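Decrease in fluorescence polarization of 20 nM Texas Red SRC2 coactivator peptide flagged inhibition of its binding to 0.6 uM TRb LBD; 1 uM T3 included, incubation 5 hr, ex 555/em 632 nm.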
Tau fluor counter – counter-screen for tau fibril formation inhibitors. tau K18 P301L Alexa594 fluorescence, heparin fibrillization. Potency, µM (series often up to 57.7 µM), inactives show top-dose activity change, negative = decrease. 280,000 compounds, 0.93% hits; also: % is scaled to controls: 0 for no effect and ±100 for the full control effect; nearly all actives have a fitted effect of over 55% in size
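Human K18 P301L tau (15 uM unlabeled plus 0.24 uM Alexa 594-labeled, final) in 100 mM sodium acetate pH 7 was mixed with compound and 20 uM heparin and incubated 6 hr at 37 C.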
Tau fibril FP – blocks human tau fibril formation measured by polarization; P10636; K18 P301L tau heparin fibrillization, Alexa594 FP, 6 h; Potency, µM (highest dose often 57.7 µM), without a hit: at the top dose activity, negative = inhibition, usual class: inhibitors; 280,000 compounds, 0.39% hits; also: % is scaled to controls: 0 for no effect and ±100 for the full control effect; nearly all actives have a fitted effect of over 55% in size
Target sequence (P10636 561-689 P618L limits assumed): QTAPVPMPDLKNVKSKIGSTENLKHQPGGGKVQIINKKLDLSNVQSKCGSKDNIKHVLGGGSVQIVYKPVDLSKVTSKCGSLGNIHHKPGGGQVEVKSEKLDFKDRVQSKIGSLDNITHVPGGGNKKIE
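Recombinant K18 P301L […], labeled with Alexa 594 at 0.24 uM over 15 uM unlabeled; heparin inducer 20 uM final; 37 C, 6 hr; FP endpoint.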
TexasRed fluor – Texas Red fluorescence interference in TRb-SRC2 counter-screen; TRb/SRC2 Texas Red total fluorescence interference; Potency, µM (top dose mostly 106 µM), for the others: at the highest dose fluorescence change, negative = quenching; 280,000 compounds, 0.29% hits; AID 1479; active = well fitted curve in either direction with a large enough effect; inconclusive = small, poorly fitted or top-dose-only effect; also: % is scaled to controls: 0 for no effect and ±100 for the full control effect
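Flags fluorescent or light-absorbing compounds by total fluorescence, S + 2P, at 555 nm excitation and 632 nm emission. Mixture: 20 nM Texas Red SRC2 peptide, 0.6 uM human TRb LBD, 1 uM T3, 5% DMSO; compound exposure 5 h at ambient temperature.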
HTT cytoprotect – Huntington cell model cytoprotection by ATP luminescence; 230,000 compounds, 0.14% hits; AID 1471; Potency, µM (titrated, usually from 56.4 µM), for inactives: cytoprotection (ATP increase), actives largely listed as activators; PC12 HTT-Q103 induced, cytoprotection, ATP luminescence, 40 h;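 also: % of control where 0% means no effect; nearly all actives have a fitted effect of over 45% in size; toxic huntingtin expression switched on by the ecdysone agonist tebufenozide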
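Compounds added alongside 100 nM tebufenozide, which induces toxic Q103 huntingtin exon 1-GFP in stable PC12 cells; surviving cells quantified by luminescent ATP measurement. Medium: phenol red-free DMEM, 5% equine and 5% calf serum.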
Tau fibril ThT – inhibitors of human tau fibril formation, thioflavin T binding | recombinant tau K18 P301L (four-repeat tau fragment), heparin-induced fibrillization, ThT fluorescence | Potency, µM (highest dose often 57.4 µM), without a hit: at the top dose activity, negative = inhibition, most hits filed as inhibitors | 270,000 compounds, 2.1% hits; also: % is scaled to controls: 0 for no effect and ±100 for the full control effect; nearly all actives have a fitted effect of over 55% in size
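Aggregation was driven by heparin (20 uM final) acting on recombinant tau […] bearing P301L in 100 mM sodium acetate pH 7; fibrils were detected with Thioflavin T.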
L3MBTL1 block – blocks human L3MBTL1 | 230,000 compounds, 0.66% hits | Potency, µM (highest dose often 57.1 µM), for inactives: top-dose activity, negative = inhibition, hits mostly inhibitors | Q9Y468 | AlphaScreen L3MBTL1–H3K9me1 peptide binding; also: % is scaled to controls: 0 for no effect and ±100 for the full control effect; nearly all actives have a fitted effect of over 60% in size
Target sequence (Q9Y468 whole entry, looked up): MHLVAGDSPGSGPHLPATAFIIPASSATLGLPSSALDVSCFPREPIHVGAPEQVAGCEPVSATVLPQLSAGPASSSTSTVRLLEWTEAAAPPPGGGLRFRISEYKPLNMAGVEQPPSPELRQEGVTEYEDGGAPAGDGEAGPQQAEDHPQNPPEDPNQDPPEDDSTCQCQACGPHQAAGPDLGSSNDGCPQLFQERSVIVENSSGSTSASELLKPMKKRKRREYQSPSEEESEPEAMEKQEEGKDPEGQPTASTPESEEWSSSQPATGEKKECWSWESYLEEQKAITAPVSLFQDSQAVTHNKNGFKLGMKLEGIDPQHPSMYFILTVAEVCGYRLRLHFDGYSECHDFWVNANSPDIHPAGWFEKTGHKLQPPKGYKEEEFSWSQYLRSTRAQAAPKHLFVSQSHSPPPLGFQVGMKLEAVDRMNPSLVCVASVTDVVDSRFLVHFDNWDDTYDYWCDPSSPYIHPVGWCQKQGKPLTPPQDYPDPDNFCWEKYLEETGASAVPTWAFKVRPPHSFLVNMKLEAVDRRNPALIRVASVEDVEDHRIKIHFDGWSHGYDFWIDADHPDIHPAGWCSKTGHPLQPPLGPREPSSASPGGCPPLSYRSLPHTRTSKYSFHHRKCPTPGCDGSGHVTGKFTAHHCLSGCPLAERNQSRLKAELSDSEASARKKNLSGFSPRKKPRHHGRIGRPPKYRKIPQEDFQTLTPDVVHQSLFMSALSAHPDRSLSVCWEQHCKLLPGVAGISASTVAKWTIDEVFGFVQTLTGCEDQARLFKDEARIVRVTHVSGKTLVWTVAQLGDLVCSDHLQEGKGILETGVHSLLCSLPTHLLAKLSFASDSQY
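Read-out is AlphaScreen signal from streptavidin donor and nickel chelate acceptor beads (10 ug/mL final each) bridging L3MBTL1 (50 nM) and biotinylated K9-monomethylated H3(1-15) peptide (75 nM), after 30 min compound exposure at room temperature.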
Active calls of the source: *; i = inactive; ? = inconclusive; / = no result given; & = joins results of further samples; [ ] = another dose, or the depositor's remark. Unless noted, calls follow the shape of the dose curve; as a rule, active = well fitted curve in the direction sought with a large enough effect; inconclusive = small, poorly fitted or top-dose-only effect, or another doubt; inactive = no such curve, though single readings can be large; an effect the other way counts as inactive or inconclusive. Potency is read from the fitted curve at half-maximal effect. A portion of the library (hit frequency here may not be typical).

SMILES	RECQ1 inh	TRb-SRC2 inh	Tau fluor counter	Tau fibril FP	TexasRed fluor	HTT cytoprotect	Tau fibril ThT	L3MBTL1 block
CC(=O)Nc1ccc2c(c1)nc1n2CCN(C(C)c2ccccc2)C1 (configuration not stated)	22%	1%	-13%	-12%	-1%	-26%[1.9 µM]	?	-29%
CCC1CCCCN1CCCn1c(=S)[nH]c2ccccc2c1=O (configuration not stated)	-5%	-6%	-8%	-5%	0%	10%	-7%	-5%
Cc1cc(C)c(C)c(OCC(=O)NCCN(C)C)c1	-4%	-17%	5%	6%	-1%	7%	1%	/
Cc1ccc(OCC(=O)N2CCN(C(=O)Cc3ccccc3)CC2)cc1	-10%	1%	0%	0%	2%	25%	-4%	-1%
Cc1cccc(C(=O)N[C@H](C(=O)Nc2nccs2)C(C)C)c1	-12%	-2%	-13%	3%	-6%	23%[10 µM]	-14%	?
Cc1ccc(-c2cn(-c3ccccc3)c3[n+]2CCCS3)cc1	-3%&-6%	11%&-2%	-10%&5%	1%&1%	-1%&-1%	-84%[inhibitor][10 µM]	-7%&7%	5%
COc1cc(C(CC(=O)NCc2ccc(F)cc2)N2Cc3ccccc3C2=O)cc(OC)c1OC (configuration not stated)	/	-3%	-3%	2%	-2%	/	2%	/
Cn1c(C(=O)NCc2ccccn2)cc2c(=O)n3ccccc3nc21	1%	5%	0%	3%	-4%	-28%[10 µM]	0%	14%
CC1CN(CCn2cnc3c(N)ncnc32)CC(C)O1 (configuration not stated)	-9%	2%	-9%	-1%	0%	1%[10 µM]	-6%	6%
COc1ccc(Br)c(C(=O)NCCC(C)C)c1	-1%	2%	3%	8%	-2%	/	-1%	8%
COc1ccc(-n2cnc3c(cnn3CCC#N)c2=N)cc1	-29%	-3%	6%	-2%	0%	-12%	-2%	-3%
CC(=O)N(CCCc1ccc(C(C)(C)C)cc1)CCCN(C)C	-2%	6%	-1%	1%	2%	-10%	4%	1%
Cc1ccc(Cl)cc1N1CCN(C(=O)Cn2ncc3c([nH]c4ccccc43)c2=O)CC1	/	7%	-2%	3%	0%	/	6%	/
c1ccc(-c2cn3c(n2)CCC3)cc1	-4%	6%	-2%	5%	-3%	1%[10 µM]	-4%	/
O=C(CSc1cccc[n+]1[O-])Nc1cccc(Oc2ccccc2)c1	-5%	-1%	-24%	-7%	-6%	-9%	-11%	17%

Structures above that have four or more nitrogen atoms, in the order listed:
SMILES	RECQ1 inh	TRb-SRC2 inh	Tau fluor counter	Tau fibril FP	TexasRed fluor	HTT cytoprotect	Tau fibril ThT	L3MBTL1 block
CC(=O)Nc1ccc2c(c1)nc1n2CCN(C(C)c2ccccc2)C1 (configuration not stated)	22%	1%	-13%	-12%	-1%	-26%[1.9 µM]	?	-29%
Cn1c(C(=O)NCc2ccccn2)cc2c(=O)n3ccccc3nc21	1%	5%	0%	3%	-4%	-28%[10 µM]	0%	14%
CC1CN(CCn2cnc3c(N)ncnc32)CC(C)O1 (configuration not stated)	-9%	2%	-9%	-1%	0%	1%[10 µM]	-6%	6%
COc1ccc(-n2cnc3c(cnn3CCC#N)c2=N)cc1	-29%	-3%	6%	-2%	0%	-12%	-2%	-3%
Cc1ccc(Cl)cc1N1CCN(C(=O)Cn2ncc3c([nH]c4ccccc43)c2=O)CC1	/	7%	-2%	3%	0%	/	6%	/

The listing picks up, starting six compounds before the break.
SMILES	RECQ1 inh	TRb-SRC2 inh	Tau fluor counter	Tau fibril FP	TexasRed fluor	HTT cytoprotect	Tau fibril ThT	L3MBTL1 block
COc1ccc(Br)c(C(=O)NCCC(C)C)c1	-1%	2%	3%	8%	-2%	/	-1%	8%
COc1ccc(-n2cnc3c(cnn3CCC#N)c2=N)cc1	-29%	-3%	6%	-2%	0%	-12%	-2%	-3%
CC(=O)N(CCCc1ccc(C(C)(C)C)cc1)CCCN(C)C	-2%	6%	-1%	1%	2%	-10%	4%	1%
Cc1ccc(Cl)cc1N1CCN(C(=O)Cn2ncc3c([nH]c4ccccc43)c2=O)CC1	/	7%	-2%	3%	0%	/	6%	/
c1ccc(-c2cn3c(n2)CCC3)cc1	-4%	6%	-2%	5%	-3%	1%[10 µM]	-4%	/
O=C(CSc1cccc[n+]1[O-])Nc1cccc(Oc2ccccc2)c1	-5%	-1%	-24%	-7%	-6%	-9%	-11%	17%
COC(=O)[C@@H](NC(=O)Nc1cccc(Br)c1)C(C)C	6%	-9%	-3%	3%	0%	-1%[10 µM]	1%	3%
CCC(C)(C(=O)NC1CCCC1)N(C(=O)CNC(=O)c1ccccc1)c1c(C)n(C)n(-c2ccccc2)c1=O (configuration not stated)	-8%	2%	-6%	-2%	-2%	-18%	0%	/
NS(=O)(=O)c1ccc(N2C(=O)C3C4CC(C(Br)C4Br)C3C2=O)cc1 (configuration not stated)	-1%	-7%	4%	2%	-1%	/	10%	4%
Cc1noc(C)c1CSc1nnnn1-c1ccc(Cl)cc1	-2%	-2%	-6%	-8%	-6%	-7%	1%	0%
COc1cc(C(=O)NC(=S)Nc2cccc3nc(C)ccc23)cc(OC)c1OC	6%	-1%	-3%	-4%	5%	3%[10 µM]	-3%	4%
COc1cccc(-c2csc(N3CCN(CC(=O)NNC(=O)c4ccc(Cl)cc4)CC3)n2)c1	-7%	-16%	?	-2%	-1%	-8%	?	-2%
CCOC(=O)C1CCN(c2c(NC3CCCCCCC3)c(=O)c2=O)CC1	-9%	4%	-1%	2%	-1%	11%[10 µM]	1%	-13%
O=C(NNc1cc(N2CCCC2)nc(N2CCCC2)n1)c1ccc([N+](=O)[O-])cc1	i	-16%	?	7%	-1%	24%[10 µM]	?	-21%
N/C(=N\OC(=O)c1ccc2c(c1)OCO2)c1cccc(Br)c1	-6%	1%	-13%	-5%	-6%	-32%	?	7%
O=C(COC(=O)c1ccco1)NCc1ccc2c(c1)OCO2	i	-2%	-3%	4%	0%	26%[10 µM]	/	/
Cc1ccccc1Cn1c(=O)n(CCC(=O)NCc2ccc3c(c2)OCO3)c(=O)c2ccccc21	-14%	-2%	3%	-12%	-2%	-39%[inhibitor]	-1%	/
CC(CCc1ccco1)NC(=O)c1cc2c(-c3ccccc3F)nn(C)c2s1 (configuration not stated)	-21%	-10%	-23%	4%	-3%	-35%	-11%	/
O=C(Cc1ccc(Br)cc1)Nc1ccccc1Sc1ccccc1	-17%	-9%	-15%	-3%	-3%	-4%	-16%	31%[activator]
CSc1nc(NC2CCCC2)c([N+](=O)[O-])c(NC2CCCC2)n1	-5%&-10%	-5%&1%	-5%	-5%	0%&1%	12%	-11%	/
Cn1c(SCC(=O)c2cc(Cl)c(Cl)s2)nnc1-c1ccco1	-6%	-3%	-19%	-13%	1%	-10%[10 µM]	?	-14%
COc1ccccc1N1CCN(C(=O)CSc2nc(-c3ccco3)cc(C(F)(F)F)n2)CC1	-18%	-3%	-23%	-5%	-5%	-8%	?	/
CCCC(c1nnnn1C(C)(C)C)N1CCN(C(=O)c2ccco2)CC1 (configuration not stated)	i	0%	4%	7%	2%	/	-1%	12%
CSc1cccc(NC(=O)C2CCN(S(=O)(=O)c3ccc4[nH]c5c(c4c3)CCCCC5)CC2)c1	/	-2%	?	-5%	-2%	/	6%	/
CCc1ccccc1NC(=O)CSc1nncn2c1cc1oc(C)cc12	/	10%	-14%	5%	-2%	/	?	/
Cc1ccc(C)n1-n1cnc2sc3c(c2c1=O)CCCCC3	-7%	-4%	-18%	-2%	-6%	-3%	-16%	/
CCCn1c2ccccc2c2cc(C(=O)O)ccc21	-3%	4%	-7%	-4%	3%	-34%	-6%	-14%
CC(=O)NC1=NN(C(C)=O)C2(CCCC2)S1	-8%	-5%	-20%	-4%	-5%	-17%	-15%	10%
N#CCSc1nnc(-c2ccccc2O)n1Cc1ccccc1	-2%	-1%	-3%	7%	-3%	-16%	-5%	/
CCOC(=O)/C=c1\s/c(=C\c2c(OCC)ccc3ccccc23)c(=O)n1CC(=O)NCC1CCCO1 (configuration not stated)	-10%	0%	?	-14%	-3%	-28%	?	/
CC(C)[C@H](NC(=O)OC(C)(C)C)C(=O)N/N=C/c1ccc2nccnc2c1	-2%	2%	5%	-4%	-10%	38%[10 µM]	11%	-1%
CCc1ccc(CN(Cc2ccco2)c2cnc(S(C)(=O)=O)nc2C(=O)Nc2cccc(C)c2)cc1	/	1%	-9%	-6%	3%	/	-9%	/
CCOC(=O)C1(CCc2ccccc2)CCN(Cc2ccn[nH]2)CC1	i	0%	9%	4%	-4%	14%[10 µM]	3%	15%
CCNC(=O)/C(C#N)=C/c1c(N2CC(C)OC(C)C2)nc2ccccn2c1=O (configuration not stated)	1%	4%	-11%	-1%	-2%	/	-15%	-8%
O=C(C1CCOCC1)N1CCC(CO)(CCc2ccccc2)CC1	i	-6%	2%	3%	-7%	-15%	-7%	-1%
CC(C)[C@H](NC(=O)c1cccc(S(=O)(=O)N2CCOCC2)c1)C(=O)Nc1nc2ccccc2s1	-8%	0%	-8%	7%	-1%	-25%[10 µM]	-12%	9%
C=CCOc1cccc(C2C(C(=O)c3ccco3)=C(O)C(=O)N2CCN(CC)CC)c1 (configuration not stated)	-7%	7%	8%	5%	-4%	19%[0.074 µM]	0%	0%

Assay outcomes as filed in PubChem.
